TexasRed autofl: Texas Red region autofluorescence; Compound fluorescence, Texas Red channel, 547/618 nm; active compounds read high; max dye-equivalent concentration, M; 59,000 compounds, 0.06% hits; in the data active = max dye-equivalent concentration above about 10 nM; inconclusive = between about 1.1 nM and that limit
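Texas Red-region profiling: compounds in 100 mM Tris pH 8.0 were read at 547/618 nm after 15 min at room temperature. Intensities were normalized against a six-point Texas Red standard series to give dye-equivalent concentration.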
FLuc inh: inhibitors of firefly luciferase | AID 411 | Potency, µM (series often up to 57.1 µM), inactives show top-dose activity change, negative = inhibition, usual class: inhibitors | purified firefly luciferase, luminescence, 8 min | 72,000 compounds, 2.2% hits; also: potency is read from the fitted curve at half-maximal effect; % is scaled to controls: 0 for no effect and ±100 for the full control effect; nearly all actives have a fitted effect of over 40% in size
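Inhibition of light generation by firefly luciferase from ATP and luciferin was profiled with concentration-response curves per sample, ATP held at 10 uM within the enzyme's linear range. Plates were read by luminescence after an 8-minute ambient incubation.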
DNA Pol III inh: DNA polymerase III holoenzyme inhibition. 71,000 compounds, 0.25% hits. Potency, µM (titrated, usually from 57.1 µM), for the others: at the top dose activity change, negative = inhibition. reconstituted DNA polymerase III holoenzyme replication, biochemical; also: potency is read from the fitted curve at half-maximal effect; % is scaled to controls: 0 for no effect and ±100 for the full control effect
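Reconstituted *E. coli* holoenzyme (0.35 nM Pol III, 1 nM beta, 154 nM SSB, 2 nM primase) was preincubated with compound for 15 min at RT. Synthesis on 1.4 nM ssM13Gori ran 35 min, then was stopped with PicoGreen/EDTA and read as dsDNA fluorescence.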
ERK AVP block: blocks ERK signaling stimulated by vasopressin. HEK293-V1b, vasopressin-stimulated pERK AlphaScreen. Potency, µM (highest dose often 57.5 µM), without a hit: at the top dose activity, negative = inhibition, usual class: inhibitors. 72,000 compounds, 0.99% hits; also: potency is read from the fitted curve at half-maximal effect; % is scaled to controls: 0 for no effect and ±100 for the full control effect; nearly all actives have a fitted effect of over 55% in size
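qHTS, compounds titrated on V1b-expressing HEK293 cells. Preincubation 30 min at 37C, vasopressin 25 nM for 5 min, lysis 10 min, bead incubation 5 hr at room temperature.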
HBB splice mod: alters splicing of the hemoglobin beta chain; AID 925; 65,000 compounds, 0.06% hits; Potency, µM (top dose mostly 46.1 µM), inactives show top-dose activation, actives largely listed as activators; HBB splicing reporter cell assay, activation; EGFP reporter with mutant IVS2-654 intron; response scale: normalised to 500 nM splice-correcting PNA; also: potency is read from the fitted curve at half-maximal effect; 0% is about no effect
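Compounds were applied for 2 days to HeLa EGFP-654 cells, 500/well in Optimem with 2% FCS. The reporter's EGFP is disrupted by mis-splicing of beta-globin intron IVS2-654. Readout: summed well GFP fluorescence from 488 nm laser scanning; reference was 500 nM antisense […] 654 PNA.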
CRE-bla Fsk: alters forskolin-stimulated CRE reporter signaling in CHO cells | 71,000 compounds, 2.5% hits | CHO CRE-bla reporter (cAMP response element driving beta-lactamase), forskolin EC10, beta-lactamase ratio | Potency, µM (titrated, usually from 38.2 µM), without a hit: top-dose activity change, negative = inhibition, usual class: activators; active = well fitted activation curve with a large enough effect in the signal ratio, with a control signal flat, not every such curve was filed as active; inconclusive = small, poorly fitted or top-dose-only effect, or effect the other way, or a change in a side signal; the % refers to the signal ratio; also: potency is read from the fitted curve at half-maximal effect; % of control where 0% means no effect
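AC50 values, positive or negative, reflect shifts in EC10 NKH 477-induced CRE-bla reporter activity in CHO cells. Incubation lasted 3 h at 37 °C before CCF4 substrate (2 h, room temperature) and ratiometric 460/530 nm reading.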
HADH2 inhib: inhibitors of human HADH2 dehydrogenase | Potency, µM (highest dose often 57.1 µM), for inactives: at the top dose activity change, negative = inhibition, usual class: inhibitors | Q99714 | recombinant HADH2, NADH fluorescence, beta-hydroxybutyryl-CoA | 73,000 compounds, 3.4% hits; also: potency is read from the fitted curve at half-maximal effect; % is scaled to controls: 0 for no effect and ±100 for the full control effect; nearly all actives have a fitted effect of over 60% in size; many of its hits are not listed in these tables
Target sequence (Q99714 whole entry, looked up, one chain of several): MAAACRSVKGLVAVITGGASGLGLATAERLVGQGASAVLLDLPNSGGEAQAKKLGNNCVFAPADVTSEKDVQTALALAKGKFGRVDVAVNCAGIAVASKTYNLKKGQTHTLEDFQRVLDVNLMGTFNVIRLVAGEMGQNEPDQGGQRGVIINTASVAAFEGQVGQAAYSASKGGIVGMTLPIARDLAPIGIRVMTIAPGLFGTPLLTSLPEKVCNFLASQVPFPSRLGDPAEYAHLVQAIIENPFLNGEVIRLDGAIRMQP
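His-tagged recombinant enzyme from E. coli, 20 nM, preincubated 15 min RT with compound; reaction started with 1 mM NAD+ and 90 uM beta-hydroxybutyryl-CoA in 100 mM Tris-HCl pH 9.0. NADH fluorescence (ex 360/em 450) read over 4 min; last-minus-first difference.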
Tau filament bind: binds recombinant human tau filaments | recombinant tau filaments, thioflavin S fluorescence, 15 h; filaments grown with octadecylsulfate alongside compound | Potency, µM (titrated, usually from 57.1 µM), without a hit: top-dose activity change, negative = inhibition | 71,000 compounds, 2% hits | P10636;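 also: potency is read from the fitted curve at half-maximal effect; % is scaled to controls: 0 for no effect and ±100 for the full control effect; actives lower thioflavin S fluorescence by blocking filaments or displacing dye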
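His-tagged recombinant human tau (exons 2, 3 and 10 included), 1 uM, was induced to fibrillize by 30 uM sodium octadecylsulfate with compound present. After 15 h at 37 C, thioflavine S fluorescence (ex 450, em 510 nm) was read.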
Rhodamine autofl: rhodamine region autofluorescence | 59,000 compounds, 0.05% hits | AID 594 | Rhodamine-region fluorescence, 547/598 nm, Tris buffer; active compounds read high | max dye-equivalent concentration, M; in the data active = max dye-equivalent concentration above about 11 nM; inconclusive = between about 1.1 nM and that limit
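Intrinsic compound fluorescence, ex 547 / em 598 nm, CCD imager. Tris 100 mM pH 8.0; 15 min RT. Output = rhodamine dye-equivalent concentration at each compound concentration.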
15-hLO inh: inhibitors of human 15-lipoxygenase (ALOX15) | purified 15hLO-1, xylenol orange hydroperoxide absorbance | 74,000 compounds, 1.4% hits | AID 887 | P16050 | Potency, µM (doses to about 57.1 µM), inactives show at the highest dose activity change, negative = inhibition, usual class: inhibitors; also: potency is read from the fitted curve at half-maximal effect; % is scaled to controls: 0 for no effect and ±100 for the full control effect; nearly all actives have a fitted effect of over 55% in size
Target sequence (P16050 whole entry, looked up): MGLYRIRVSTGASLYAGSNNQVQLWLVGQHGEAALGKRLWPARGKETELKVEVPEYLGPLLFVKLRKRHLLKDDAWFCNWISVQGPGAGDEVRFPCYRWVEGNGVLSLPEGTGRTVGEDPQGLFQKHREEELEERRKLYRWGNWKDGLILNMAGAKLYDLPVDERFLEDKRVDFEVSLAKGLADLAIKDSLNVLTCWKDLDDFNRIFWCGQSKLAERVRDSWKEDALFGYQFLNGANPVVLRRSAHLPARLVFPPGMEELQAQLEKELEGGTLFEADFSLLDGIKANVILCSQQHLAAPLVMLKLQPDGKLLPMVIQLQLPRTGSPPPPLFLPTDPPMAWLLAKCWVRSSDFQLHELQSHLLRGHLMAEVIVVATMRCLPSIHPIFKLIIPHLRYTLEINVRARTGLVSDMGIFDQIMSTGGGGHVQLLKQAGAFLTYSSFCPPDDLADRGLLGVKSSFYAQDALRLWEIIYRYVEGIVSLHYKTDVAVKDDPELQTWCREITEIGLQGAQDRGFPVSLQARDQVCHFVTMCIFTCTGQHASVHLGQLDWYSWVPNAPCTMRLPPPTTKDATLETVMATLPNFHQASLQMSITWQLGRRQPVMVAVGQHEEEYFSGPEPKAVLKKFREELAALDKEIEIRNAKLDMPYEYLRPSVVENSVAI
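Compounds were preincubated 15 min at room temperature with 40 nM purified human enzyme (25 mM Hepes pH 7.5, 0.01% Triton X-100); 50 uM arachidonic acid reacted 6 min. Fe-xylenol orange detection, 30 min, absorbance ratio 573/405 nm.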
Hsp90 Hop PPI: changes Hsp90-Hop TPR2A binding signal, up or down; AlphaScreen TPR2A-His6 binding biotin-Hsp90 C-terminal peptide; Potency, µM (series often up to 57 µM), inactives show at the top dose activity change, negative = inhibition; 71,000 compounds, 0.44% hits; AID 595; active = well fitted curve in either direction with a large enough effect; inconclusive = small, poorly fitted or top-dose-only effect, or another doubt; also: potency is read from the fitted curve at half-maximal effect; % is scaled to controls: 0 for no effect and ±100 for the full control effect; many of its hits are not listed in these tables
* marks the source's active call; other numbers are inactive results; i = inactive; ? = inconclusive; nt = no result given; [ ] = dose if it differs, or a comment. Unless noted, calls follow the shape of the dose curve; as a rule, active = well fitted curve in the direction sought with a large enough effect; inconclusive = small, poorly fitted or top-dose-only effect, or another doubt; inactive = no such curve, though single readings can be large; an effect the other way counts as inactive or inconclusive.

smiles | TexasRed autofl | FLuc inh | DNA Pol III inh | ERK AVP block | HBB splice mod | CRE-bla Fsk | HADH2 inhib | Tau filament bind | Rhodamine autofl | 15-hLO inh | Hsp90 Hop PPI
CCOC(=O)COc1ccc(C2NC(C(=O)O)CS2)cc1 (stereo not given) | i | 2% | 4% | -7% | 0.0% | ? | -12% | -3% | i | ? | 3%
COc1cc(N)cc(NC(=O)c2ccncc2)c1 | i | -7% | -7% | -8% | nt | -1% | -8% | -4% | i | 4% | -5%
O=C(CN1C(=O)NC2NC(=O)NC21)NC1CCCCC1 (stereo not given) | i | 3% | -3% | 2% | nt | -6% | -1% | -1% | i | 5% | 0%
Nc1ccc(-c2nc3c(Cl)cc(N)cc3[nH]2)cc1 | i | ? | -6% | -25% | nt | ? | 32µM* | ? | i | -3% | -13%
CN1CCC(OC(=O)C23CCC(C)(C(=O)O2)C3(C)C)CC1 (stereo not given) | i | 4% | -11% | 19% | -0.3% | 5% | -3% | 0% | i | -2% | ?
Cc1ccc(SCCNC(=O)CN(c2ccc3c(c2)OCO3)S(C)(=O)=O)cc1 | i | -1% | 5% | ? | 1.3% | -4% | -9% | 4% | i | -2% | 2%
CC(=O)c1ccc(Nc2nc(C)nc3c2oc2ccccc23)cc1 | ? | 1% | -2% | -10% | -4.9%[0.369 µM] | 2µM* | -1% | 50% | i | 0% | 0%
C=CCOc1cccc(C2/C(=C(/O)c3ccccc3)C(=O)C(=O)N2CCCN2CCOCC2)c1 (stereo not given) | i | 0% | -1% | -5% | -1.2%[57.5 µM] | 4% | 8% | 8% | i | 4% | -2%
Nc1nc(SCc2ccccn2)c2ncn(C3CCCC3)c2n1 | i | -11%[11.4 µM] | -9%[11.4 µM] | -15%[11.5 µM] | 1.1%[9.22 µM] | ? | 2%[11.4 µM] | 8%[11.4 µM] | i | 10%[11.4 µM] | -2%[11 µM]
O=C(CSc1nnc(Cc2cc(=O)[nH]c(=O)[nH]2)n1-c1ccccc1)NCC1CCCO1 (stereo not given) | i | 2% | -3% | 7% | -1.0% | 3% | 3% | 8% | i | 12% | -2%
O=C(CCCN1C(=O)c2ccccc2C1=O)Nc1ccc(S(=O)(=O)N2CCOCC2)cc1 | i | 1% | 0% | 4% | 1.1% | -4% | 10% | 1% | i | 3% | -3%
COCCn1c(SCC(=O)OCc2ccccc2)nc2c1c(=O)[nH]c(=O)n2C | nt | 3% | -6% | nt | 0.0% | 18% | -30% | -1% | nt | 2% | 0%
O=C(O)c1ccc(Cl)cc1Cl | nt | nt | -5% | 4% | -0.1% | -6% | 2% | 1% | nt | -4% | 0%
CN1CCN(C(=O)C23CC4CC(CC(C4)C2)C3)CC1 | nt | 4% | -6% | -4% | 1.5% | 7% | 12% | -8% | nt | -4% | -5%
O=C(O)c1ccccc1[N+](=O)[O-] | nt | nt | 0% | 9% | 0.1% | -3% | 5% | -2% | nt | -2% | -5%
O=C(Cc1c(F)cccc1Cl)Nc1cccnc1 | i | 3% | -3% | -2% | -0.3% | 9% | 11% | -3% | i | 3% | -1%
CCOC(=O)C1=C(C)NC(=O)N(C(C)=O)C1c1ccc(Cl)cc1 (stereo not given) | nt | 2% | -7%[11.4 µM] | 3% | -4.9%[0.0738 µM] | ? | -6%[11.4 µM] | -2%[11.4 µM] | nt | -15%[11.4 µM] | -11%[11 µM]
Cc1ccc2nc(NC3=NCN(CCN4CCOCC4)CN3)nc(C)c2c1 | i | 1% | -14% | -8% | -0.8% | 6% | 10% | -12% | i | 10% | 1%
CS(=O)(=O)Nc1cccc(-c2nccc(NCc3ccccc3)n2)c1 | i | 1%[2.29 µM] | 11% | -3% | -1.0% | 1% | 3% | 4% | i | -5% | -5%
CCNc1nc(SC(C)C(=O)OC)nc(N2CCOCC2)n1 (stereo not given) | i | 3% | -5% | -29% | 0.1%[57.5 µM] | ? | 9% | 7% | i | 13% | 1%
COc1ccc(CC(C)N2CCN(c3ccccc3OC)CC2)cc1OC (stereo not given) | nt | 3% | -7%[11.4 µM] | -21% | -0.5%[0.0738 µM] | ? | 3%[11.4 µM] | 11%[11.4 µM] | nt | -16%[11.4 µM] | -11%[11 µM]
Cc1sc(NC(=O)CSc2nnc(C)c(=O)[nH]2)c(C#N)c1C | i | 9% | -3% | 14% | 0.2% | -11% | ? | 10% | i | -7% | 0%
O=C(CSc1nnc(-c2cccs2)o1)OCc1ccccc1 | i | 6% | 2% | -7% | nt | -3% | 5% | -6% | i | -1% | 6%
COc1cc(C(=O)NCC(=O)OCC(=O)c2ccc[nH]2)cc(OC)c1OC | ? | 3% | -5% | -9% | -0.2%[57.5 µM] | ? | 0% | -3% | i | -2% | -5%
CCOC(=O)c1sc2nc(N3CCOCC3)c3c(c2c1N)CCN(C)C3 | i | 0% | -3% | -17% | -0.2% | 9% | ? | 7.9µM* | i | -18% | -3%
O=C(CCCOc1ccc(Cl)cc1)N1CCOCC1 | i | 2% | -6% | -15% | -0.6% | ? | -5% | 7% | i | 1% | -4%
Cc1ccc(NC(=O)C2CCCN2S(=O)(=O)c2cccc3cccnc23)cc1F (stereo not given) | nt | -1% | 1% | -19% | -1.3% | 1% | 4% | -8% | nt | -9% | -1%
CCNS(=O)(=O)c1ccc(NC(=O)Cc2ccc(F)cc2)cc1 | i | -1% | -9% | 17% | 0.4% | ? | -1% | 5% | i | -2% | -3%
COC(=O)c1nn(-c2c(C)n(C)n(-c3ccccc3)c2=O)cc1O | i | 6% | -2% | ? | 0.6%[57.5 µM] | 2% | 2% | 5% | i | 15% | -1%
O=C(CCCn1c(=O)[nH]c2ccsc2c1=O)N1CCN(Cc2ccc3c(c2)OCO3)CC1 | i | 2% | -7% | -24% | 2.2% | ? | 0% | 7% | i | 0% | -3%
COc1ccc(N2CCN(C(=O)c3ccc(NS(=O)(=O)c4cccc(F)c4)cc3)CC2)cc1 | i | -1% | -2% | ? | 0.8% | -4% | -3% | -9% | i | ? | -8%
CCOC(=O)c1cccc(NC(=O)C2CCCO2)c1 (stereo not given) | i | 0% | -5% | 0% | 5.2% | 7% | 7% | -2% | i | 3% | -4%
N#Cc1ccc(CSc2nnc(-c3ccncc3)n2CCc2ccccc2)cc1 | i | -1% | -6% | -10% | -0.3%[57.5 µM] | -4% | 6% | -1% | i | 7% | 0%
Cc1ccc(S(=O)(=O)N2CCN(C(=O)CN3CCN(C)CC3)C2)cc1 | ? | 0% | -3% | 6% | 3.3% | ? | 7% | -14% | i | 5% | -13%
Cc1cc(NC(=O)NC(=O)c2cccc(OC(F)(F)C(F)F)c2)n[nH]1 | i | -3% | -3% | 20% | -1.4% | 4% | 13% | 46% | i | 6% | -4%

Reformatted with two lines to a compound: entries from further up.
Every second line gives: TexasRed autofl | FLuc inh | DNA Pol III inh | ERK AVP block | HBB splice mod | CRE-bla Fsk | HADH2 inhib | Tau filament bind | Rhodamine autofl | 15-hLO inh | Hsp90 Hop PPI
Cc1ccc(NC(=O)C2CCCN2S(=O)(=O)c2cccc3cccnc23)cc1F (stereo not given)
→ nt | -1% | 1% | -19% | -1.3% | 1% | 4% | -8% | nt | -9% | -1%
CCNS(=O)(=O)c1ccc(NC(=O)Cc2ccc(F)cc2)cc1
→ i | -1% | -9% | 17% | 0.4% | ? | -1% | 5% | i | -2% | -3%
COC(=O)c1nn(-c2c(C)n(C)n(-c3ccccc3)c2=O)cc1O
→ i | 6% | -2% | ? | 0.6%[57.5 µM] | 2% | 2% | 5% | i | 15% | -1%

Three entries out of the list above, ordered by the number in DNA Pol III inh, smallest number first.
mol,DNA Pol III inh
Cc1cc(NC(=O)NC(=O)c2cccc(OC(F)(F)C(F)F)c2)n[nH]1,-3%
O=C(CSc1nnc(-c2cccs2)o1)OCc1ccccc1,2%
CCOC(=O)COc1ccc(C2NC(C(=O)O)CS2)cc1 (stereo not given),4%

High-throughput results deposited in PubChem BioAssay by National Center for Advancing Translational Sciences (NCATS).

Only part of the results is shown; count on the stated rates, not on these rows.
